Compound activity deposited in PubChem by Sanford-Burnham Center for Chemical Genomics.
tim10-1 inh – growth inhibitors of tim10-1 mutant yeast, primary screen, luminescence, uHTS. S. cerevisiae tim10-1 ts strain growth, BacTiter-Glo, 24 h. inhibition, % at 20 µM. actives 2.2% (n = 330,000). AID 463190, 2010;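 active = inhibition of at least 40%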;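 note: mutant grown at 25 °C; 0% = DMSO wells with yeast and 100% = wells holding no yeast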
hIAP activ – human IAP activators, primary screen, biochemical, luminescence, uHTS; Intestinal-type alkaline phosphatase (Homo sapiens), P09923; purified human IAP, CDP-Star luminescence, 30 min; stronger effect = higher value; 1 = vehicle-only enzyme, 0 = enzyme-free background; activation factor at 10 µM; actives 0.16% (n = 330,000);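 active = activation factor of the enzyme at least 2-fold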; note: the source names both 10 and 20 µM as test concentration; values of inactives mirror those of a sister screen read the other way
ATG4B inh – ATG4B protease inhibitors, primary screen, biochemical, fluorescence, uHTS; Cysteine protease ATG4B (Homo sapiens), Q9Y4P1; ATG4B cleavage of LC3-PLA2, NBD-HPC fluorescence, 1 h; inhibition, % at 8.33 µM; actives 0.51% (n = 340,000); AID 504462, 2011; in the data active = inhibition above about 40%
mIAP activ – activators of mouse IAP, primary screen, biochemical, luminescence, uHTS | activation factor at 10 µM | intestinal alkaline phosphatase [Mus musculus] | muIAP, CDP-Star luminescence, 30 min; stronger effect = higher value; 1 = vehicle-only enzyme signal, 0 = enzyme-free wells | actives 0.24% (n = 330,000) | AID 2805, 2010;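 active = activation factor of at least 2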; note: the source names both 10 and 20 µM as test concentration; values of inactives mirror those of a sister screen read the other way
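Assay system: mouse IAP enzyme / Compound: DMSO-dissolved test compounds / Timing: 30 min, room temperature / Measured by: luminescence from enzymatic CDP-Star hydrolysis / Control set: DMSO-only wells, enzyme-free buffer wells as negative control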
NLRP3 yeast inh – NALP3 inflammasome inhibitors in reconstituted yeast, primary screen, luminescence, uHTS; Yeast reconstituted NLRP3/ASC/caspase-1, beta-gal luminescence, 24 h; inhibition, % at 10 µM; actives 0.39% (n = 330,000); AID 2825, 2010;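 active = inhibition of 50% or more; inactive = inhibition below 50%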;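 note: plate controls were induced DMSO wells for no effect and uninduced yeast grown without galactose for full effect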
mIAP inh – inhibitors of mouse IAP, primary screen, biochemical, luminescence, uHTS; purified mouse IAP, CDP-Star luminescence, 30 min; inhibition, % at 10 µM; intestinal alkaline phosphatase [Mus musculus]; AID 2806, 2010; actives 0.2% (n = 330,000);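 active = inhibition of at least 40% at 10 µM in the primary screen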;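 note: plate controls were DMSO with enzyme for no effect and no enzyme wells for full effect; values of inactives mirror those of a sister screen read the other way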
Apaf1 inhib – inhibitors of human Apaf-1 apoptosome, primary screen, biochemical, DEVD-Rh110 fluorescence, uHTS | actives 0.71% (n = 330,000) | AID 489030, 2010 | reconstituted apoptosome caspase-3 activity | inhibition, % at 20 µM; active = inhibition of at least 40% at 20 µM;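 note: plate controls were DMSO wells for no effect and DEVD-CHO caspase inhibitor wells for full effect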
Target sequence (O14727 whole entry, looked up): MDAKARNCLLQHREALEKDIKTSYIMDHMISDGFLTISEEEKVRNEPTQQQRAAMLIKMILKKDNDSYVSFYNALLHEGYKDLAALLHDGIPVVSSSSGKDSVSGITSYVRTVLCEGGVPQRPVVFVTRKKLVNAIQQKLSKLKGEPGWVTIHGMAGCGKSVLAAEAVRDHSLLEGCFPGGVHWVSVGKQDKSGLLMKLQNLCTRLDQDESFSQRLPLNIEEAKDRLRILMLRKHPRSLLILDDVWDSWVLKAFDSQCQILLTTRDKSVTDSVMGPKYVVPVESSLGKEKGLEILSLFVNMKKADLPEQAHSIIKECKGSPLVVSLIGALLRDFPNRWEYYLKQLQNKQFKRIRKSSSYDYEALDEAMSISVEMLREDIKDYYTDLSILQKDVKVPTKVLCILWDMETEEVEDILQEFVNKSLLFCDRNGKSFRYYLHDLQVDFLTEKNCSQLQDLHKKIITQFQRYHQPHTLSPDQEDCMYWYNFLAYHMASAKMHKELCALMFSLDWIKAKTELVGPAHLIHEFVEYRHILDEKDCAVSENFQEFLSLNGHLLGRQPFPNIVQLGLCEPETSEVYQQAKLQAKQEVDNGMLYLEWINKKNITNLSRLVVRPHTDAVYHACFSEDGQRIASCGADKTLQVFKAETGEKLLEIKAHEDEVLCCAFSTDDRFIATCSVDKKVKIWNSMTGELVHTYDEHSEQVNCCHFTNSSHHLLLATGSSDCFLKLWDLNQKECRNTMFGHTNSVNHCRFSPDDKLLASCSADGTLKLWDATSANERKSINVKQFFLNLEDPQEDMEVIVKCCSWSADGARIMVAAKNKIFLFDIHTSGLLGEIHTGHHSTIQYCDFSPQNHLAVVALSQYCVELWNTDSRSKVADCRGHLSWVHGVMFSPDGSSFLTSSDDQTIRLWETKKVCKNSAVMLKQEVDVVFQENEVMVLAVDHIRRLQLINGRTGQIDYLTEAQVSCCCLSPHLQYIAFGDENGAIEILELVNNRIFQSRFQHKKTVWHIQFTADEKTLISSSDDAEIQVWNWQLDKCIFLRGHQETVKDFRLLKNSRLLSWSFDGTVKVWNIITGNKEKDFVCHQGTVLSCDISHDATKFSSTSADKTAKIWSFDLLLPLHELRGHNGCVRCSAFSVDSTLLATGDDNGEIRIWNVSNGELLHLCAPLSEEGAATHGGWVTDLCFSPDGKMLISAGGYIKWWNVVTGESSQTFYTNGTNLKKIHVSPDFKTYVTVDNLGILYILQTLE
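System: reconstituted apoptosome with Apaf-1, cytochrome c, caspase-9, procaspase-3, dATP; Signal: Rh110 fluorescence intensity; Schedule: 30 min compound preincubation, 50 min activation, room temperature; Reagent: cytochrome c trigger plus (Z-DEVD)2-Rh110 caspase-3 substrate.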
hIAP block – human IAP inhibitors, primary screen, biochemical, luminescence, uHTS. actives 0.12% (n = 330,000). purified IAP, CDP-Star luminescence, 30 min. AID 2544, 2010. inhibition, % at 10 µM. Intestinal-type alkaline phosphatase (Homo sapiens), P09923;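 active = inhibition reaching a set limit with compound at 10 µM in the primary screen, cut at about 35% in these data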;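 note: plate controls were DMSO wells with enzyme for no effect and no-enzyme buffer wells for full effect; values of inactives mirror those of a sister screen read the other way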
TIM10 inh – growth inhibitors of isogenic TIM10 control yeast, primary screen, counter-screen for tim10-1 yeast inhibitor project, luminescence, uHTS; S. cerevisiae TIM10 strain growth, BacTiter-Glo luminescence, 24 h; inhibition, % at 10 µM; actives 1.4% (n = 330,000); AID 463195, 2010;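 active = inhibition of 40% or more at the single tested concentration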;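 note: wild-type TIM10 isogenic control strain grown at permissive 25 °C; 0% = DMSO yeast wells and 100% = minimal medium wells without yeast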
Starred values were filed as active, the others as inactive; / = not tested or not shown.

SMILES	tim10-1 inh	hIAP activ	ATG4B inh	mIAP activ	NLRP3 yeast inh	mIAP inh	Apaf1 inhib	hIAP block	TIM10 inh
COc1ccc(S(=O)(=O)N2CC(C)N(C(=O)N3CCOCC3)C2)cc1 (stereo not given)	9	1	2	1	3	0	7	-2	-5
COc1ccc(/C=C2/SC(=S)N(CC(=O)O)C2=O)cc1OCc1ccc(Cl)cc1	26	0.93	10	0.96	22	4	-6	7	8
COc1ccccc1-c1nc(-c2ccc(C(=O)O)cc2)no1	-21	1	-1	0.99	9	1	-3	-3	-2
Cc1c(NC(=O)OCCSc2nc(N(C)C)nc(N(C)C)n2)sc(=S)n1C	13	1	-3	0.98	3	2	-3	-4	-7
Cc1cccc(COc2coc(CN3CCN(C(=O)c4ccco4)CC3)cc2=O)c1	-4	0.97	-6	1	18	0	1	3	12
Cc1ccc(NS(=O)(=O)c2cc(C(=O)N3CCOCC3)ccc2C)cc1C	-1	0.98	-8	0.95	-5	5	13	2	-18
COc1ccc2c(c1)[n+](=O)c(C(C)=O)c(C)n2[O-]	9	0.98	4	0.92	20	8	-1	2	-11
CS(=O)(=O)Nc1ccccc1C(=O)NCCSc1ccccc1	19	1.2	-5	0.93	14	7	-4	-16	-3
COc1cc(/C=N/N2CCN(c3ccccc3OC)CC2)ccc1OC(C)=O	24	0.9	-11	0.99	-13	1	-4	10	-3
Cc1cc(C(=O)NCC(=O)Nc2ccc(F)c(F)c2)c(C)o1	-15	0.96	-2	1	10	0	-9	4	-7
CC1(C)CN(c2ccc(C(=O)c3ccccc3)cc2)C1=O	8	0.93	1	0.97	13	3	3	7	27
Fc1ccc(-c2csc3[n+]2CCS3)cc1	20	1	2	1.1	-7	-6	3	-2	11
Cc1ccc(SCc2cc(=O)[nH]c(N3CCN(Cc4ccc5c(c4)OCO5)CC3)n2)cc1	-8	1	10	1	13	0	7	-5	-12
CC(=O)C1(C)OC(N)=C(C#N)C(c2ccccc2)C1(C#N)C#N (stereo not given)	25	1	-7	0.94	19	6	-1	-2	5
Cc1ccc(S(=O)(=O)NCCC2=CCCCC2)cc1C(N)=O	12	0.92	-9	0.98	11	2	2	8	4
O=C(CSc1ccc2nnc(-c3ccncc3)n2n1)Nc1ccc2c(c1)OCO2	1	0.94	-13	0.9	6	10	7	6	7
CN(CC(=O)Nc1ccccc1Br)C(=O)c1n[nH]c2ccccc12	15	0.97	1	1	16	-3	3	3	14
COc1cccc(C2(O)CCN(C(=O)C3CCC3)CC2)c1	15	1	-1	1	20	0	2	-3	-6
CCOC(=O)C1=C(C)NC2=C(C(=O)CC(C)(C)C2)C1c1ccsc1 (stereo not given)	8	1	14	0.96	10	4	2	-3	-2
CCOC(=O)N1CCN(C2CCCN(C(=O)c3cccc(Cl)c3)C2)CC1 (stereo not given)	8	0.98	-7	0.95	11	4	-8	2	-2
C[C@H](CO)N1C[C@H](C)[C@@H](CN(C)S(=O)(=O)c2cccs2)Oc2c(NS(=O)(=O)c3ccc(F)cc3)cccc2C1=O	-5	0.9	-8	1.1	5	-9	-9	10	9
O=C(COC(=O)C1CC2CCCC(C1)C2=O)NC1CCCCC1 (stereo not given)	5	0.98	1	1.1	25	-6	-6	2	-7
CCN(CC)S(=O)(=O)c1ccc(N/N=C/c2ccc(OC)c(OC)c2OC)nc1	13	1.2	-5	0.99	12	1	8	-15	-4
COC(=O)c1ccccc1NC(=O)c1ccc2c(c1)OCCCO2	32	1.4	-2	0.98	8	2	7	-44	8
O=C(NCC1CCCO1)c1cc2ccccc2nc1Cl (stereo not given)	9	1.1	2	1.1	8	-7	-5	-5	7
Cc1coc2cc3oc(=O)c(CCC(=O)NCCCN4CCCC4=O)c(C)c3cc12	4	0.74	7	0.86	4	14	-6	26	5
O=C(Nc1ccc2oc(-c3ccncc3)nc2c1)c1ccc([N+](=O)[O-])o1	45*	1	-14	0.97	-11	3	-7	0	53*
Nc1nc(-c2cccs2)c(CC(=O)O)s1	8	1	9	0.86	-12	14	0	-5	-5
CC(C)C(=O)Nc1ncc(C(F)(F)F)cc1Cl	-2	0.99	5	1	1	-4	3	1	-10
CCN(CC)S(=O)(=O)c1ccc(NC(=O)CSc2nnc(-c3cccc(OC)c3)n2C)cc1	10	0.96	-14	1	15	0	9	4	4
COc1ccc(NS(=O)(=O)c2cc(NC(=O)c3cnc(C)cn3)ccc2N2CCCCC2)cc1	29	1.1	10	0.91	7	9	9	-10	19
CCCCN(C(=O)c1oc2ccc(OCC)cc2c1C)c1c(N)n(CC(C)C)c(=O)[nH]c1=O	-2	1.1	-7	1	5	-3	10	-13	8
Cc1cccc(CSC2=NCCN2C(=O)C2CC2)c1	29	0.82	-13	1	22	0	9	18	3
Cc1noc(C)c1CSCC(=O)OCc1nc2ccccc2c(=O)n1CC#N	13	1.1	6	0.89	0	12	-8	-11	-7
Brc1ccccc1-c1nnc(SCc2nc3ccccc3s2)o1	16	1	7	0.93	25	7	18	0	18
O=C(c1ccccc1)c1ccc2nc(-c3ccc(NC(=O)c4ccccc4Br)cc3)[nH]c2c1	-34	0.86	-9	1.1	28	-5	-5	14	1

An excerpt from above in order of the mIAP inh value, rising:
Compound | mIAP inh
O=C(NCC1CCCO1)c1cc2ccccc2nc1Cl (stereo not given) | -7
O=C(c1ccccc1)c1ccc2nc(-c3ccc(NC(=O)c4ccccc4Br)cc3)[nH]c2c1 | -5
CCN(CC)S(=O)(=O)c1ccc(NC(=O)CSc2nnc(-c3cccc(OC)c3)n2C)cc1 | 0
O=C(Nc1ccc2oc(-c3ccncc3)nc2c1)c1ccc([N+](=O)[O-])o1 | 3
Brc1ccccc1-c1nnc(SCc2nc3ccccc3s2)o1 | 7
Cc1noc(C)c1CSCC(=O)OCc1nc2ccccc2c(=O)n1CC#N | 12
Cc1coc2cc3oc(=O)c(CCC(=O)NCCCN4CCCC4=O)c(C)c3cc12 | 14

Other structures:
SMILES	tim10-1 inh	hIAP activ	ATG4B inh	mIAP activ	NLRP3 yeast inh	mIAP inh	Apaf1 inhib	hIAP block	TIM10 inh
O=C(NCCC1CCCCN1S(=O)(=O)c1ccc(Cl)cc1)C(=O)NCc1ccncc1 (stereo not given)	13	1.3	-6	1.1	2	-8	10	-27	19
COCCCNC(=O)c1cc2c(=O)n3cc(C)ccc3nc2nc1NCC1CCCO1 (stereo not given)	5	1	/	0.88	17	12	0	-2	-8
Cc1ncc(C[n+]2csc(CCOC(=O)C34CC5CC(CC(C5)C3)C4)c2C)c(N)n1	-2	1.1	1	0.79	3	22	-6	-14	6
COc1ccc(S(=O)(=O)Nc2ccc(NC(C)=O)cc2)cc1[N+](=O)[O-]	-11	1	-8	0.98	29	2	-10	-1	3
CSC1=NSC2=NC(=O)/C(=C\c3ccc(OC(=O)c4ccco4)cc3)C(=N)N12	16	0.85	10	0.86	2	14	16	15	-4
COc1ccccc1CN1CC(C(=O)N(C)Cc2nc(C)cs2)CCC1=O (stereo not given)	13	1.2	-7	0.95	0	5	-6	-18	-4
CCN(CC)C(=O)CSc1nc2cc3c(cc2c(=O)n1CCCC(=O)NCc1ccc(OC)cc1)OCO3	5	1.1	-4	1.1	14	-11	9	-8	10
O=C(O)CCCN1C(=O)C2C3C=CC(C2C1=O)C1C(=O)N(CCCC(=O)O)C(=O)C31 (stereo not given)	-16	1.1	4	1	9	-3	-24	-10	-10
CCOc1ccc(S(=O)(=O)NCc2ccco2)cc1	7	0.95	-8	1	15	0	-9	5	2
CSCCC(NS(=O)(=O)c1ccc(C)cc1)C(=O)Nc1ccc(C)cn1 (stereo not given)	-7	1.2	3	1	19	-3	3	-16	2
Cc1sc(NC(=O)c2ccccc2)c(C#N)c1-c1ccccc1	11	0.92	7	0.82	14	18	12	8	7
COC(=O)c1c(C)noc1-c1snnc1C	-5	0.95	1	1	7	-4	-13	4	6

Given with two lines to a compound: entries from further up.
Second line of a record – tim10-1 inh | hIAP activ | ATG4B inh | mIAP activ | NLRP3 yeast inh | mIAP inh | Apaf1 inhib | hIAP block | TIM10 inh
O=C(NCCC1CCCCN1S(=O)(=O)c1ccc(Cl)cc1)C(=O)NCc1ccncc1 (stereo not given)
    13 | 1.3 | -6 | 1.1 | 2 | -8 | 10 | -27 | 19
O=C(O)CCCN1C(=O)C2C3C=CC(C2C1=O)C1C(=O)N(CCCC(=O)O)C(=O)C31 (stereo not given)
    -16 | 1.1 | 4 | 1 | 9 | -3 | -24 | -10 | -10
Cc1sc(NC(=O)c2ccccc2)c(C#N)c1-c1ccccc1
    11 | 0.92 | 7 | 0.82 | 14 | 18 | 12 | 8 | 7
CSCCC(NS(=O)(=O)c1ccc(C)cc1)C(=O)Nc1ccc(C)cn1 (stereo not given)
    -7 | 1.2 | 3 | 1 | 19 | -3 | 3 | -16 | 2
COCCCNC(=O)c1cc2c(=O)n3cc(C)ccc3nc2nc1NCC1CCCO1 (stereo not given)
    5 | 1 | / | 0.88 | 17 | 12 | 0 | -2 | -8
